Shn3 3UTR inh: inhibitors of Schnurri-3 3'UTR reporter in osteoblasts. inhibition, % at 12.5 µM. 360,000 tested, 0.52% active. Clone20 osteoblast Shn3 3'UTR firefly luciferase, 24 h;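 active means mean inhibition of at least 75% with every replicate also reaching 75%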;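 further: 0% = median of neutral control wells and 100% = pilot-screen positive control compound; some compounds past the cut are filed as inactive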
aDG glyco act: increases alpha dystroglycan glycosylation; Pro5-aDG cells, alpha-DG glycosylation AlphaScreen (IIH6); 0% Pro5, 100% B10-LARGE cell signal; activation, % at 10 µM; 360,000 tested, 0.22% active; AID 624168;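 active means activation of at least 8% versus controls, or a plate z-score of at least 8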;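 further: Pro5 are CHO cells carrying HIG-tagged alpha-DG that lacks glycosylation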
TRPM1 prom inh: inhibitors of MITF-driven TRPM1 promoter in melanoma cells; SK-MEL-5 TRPM1 promoter luciferase, 24 h; inhibition, % at 12.5 µM; 330,000 tested, 0.83% active; AID 488899;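 active means mean inhibition across replicates of 60% or more, whatever share of single replicates reaches that level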; further: values of inactives mirror those of a sister screen read the other way
iPSC survival up: increases survival of single human iPS cells. hiPSC single-cell survival, ATPlite luminescence; 100% = ROCK inhibitor wells, 0% = DMSO. survival enhancement, % at 20 µM. 360,000 tested, 0.044% active. AID 602274; in the data active means survival enhancement above about 18%;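 further: cells exposed to compounds for 16 hours before the ATP read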
NR2E3 ag-1: agonists of human nuclear receptor NR2E3; Q9Y5X4; GST-NR2E3/biotin-RetCOR TR-FRET, 1536-well; inhibition of corepressor binding, % at 4.78 µM; 320,000 tested, 0.12% active; AID 2300;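 active means percent inhibition above the cutoff of mean plus 3 SD of all tested compounds, set per screening campaign, cut at about 20% in these data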;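 further: 0% = DMSO wells and 100% = biotin wells as full block of FRET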
Target sequence (Q9Y5X4 whole entry, looked up): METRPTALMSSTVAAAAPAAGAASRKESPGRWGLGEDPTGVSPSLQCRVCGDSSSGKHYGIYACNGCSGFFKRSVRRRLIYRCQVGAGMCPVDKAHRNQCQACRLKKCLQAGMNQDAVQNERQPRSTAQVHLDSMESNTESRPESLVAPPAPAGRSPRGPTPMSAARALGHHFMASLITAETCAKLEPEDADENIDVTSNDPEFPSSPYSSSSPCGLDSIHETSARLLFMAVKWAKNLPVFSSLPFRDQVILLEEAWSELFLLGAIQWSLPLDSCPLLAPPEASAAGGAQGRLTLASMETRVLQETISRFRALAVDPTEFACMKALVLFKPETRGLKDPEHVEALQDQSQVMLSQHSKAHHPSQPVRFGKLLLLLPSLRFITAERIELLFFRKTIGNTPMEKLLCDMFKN
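Test system: GST-NR2E3 and biotin-RetCOR proteins | Quantity: 1.35 nM GST-tagged NR2E3 final | Medium: Tris pH 7.5 | Also added: 7 nM biotin-RetCOR | Dosing: Compound at 4.8 µM, single dose | Timing: 5 h at 4 °C | Detection: Time-resolved FRET | Read-out basis: Percent inhibition | Benchmarks: Biotin wells as high control, 0.6% DMSO wells as low control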
CF NFkB block: cystic fibrosis NF-kB activation inhibition. KKLEB NF-kB-GFP reporter, PAF-induced, GFP fluorescence overnight. 360,000 tested, 0.86% active. inhibition, % at 5 µM;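 active means at least 50% inhibition at 5 µM, scaled per plate between neutral and stimulator controls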;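 further: PAF is a Pseudomonas aeruginosa culture filtrate used as stimulus; plate controls were PAF-stimulated DMSO wells for no effect and unstimulated DMSO wells for full effect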
TWEAK-Fn14 inh: inhibitors of TWEAK-Fn14 interaction signaling | TWEAK-stimulated Fn14 reporter cells, luciferase luminescence, 8 h | inhibition, % at 10 µM | 360,000 tested, 2% active | AID 1159606; in the data active means inhibition above about 50%
KKLEB tox: counter-screen for CF NF-kB inhibitors: cytotoxicity | AID 602141 | activity change (cytotoxicity), % at 5 µM | KKLEB CF airway cells viability, ATPlite luminescence, overnight; stronger effect = lower value; cells stimulated with P. aeruginosa culture filtrate | 360,000 tested, 0.36% active;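 active means corrected activity change at or below -50% at 5 µM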
HIF-2a block: blocks HIF-2a reporter activity. inhibition, % at 18.8 µM. AID 624352. 360,000 tested, 0.72% active. 786-0 RCC cells HIF-2a reporter, luciferase luminescence, overnight;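 active means inhibition of the luminescence signal of 40% or more relative to plate controls, in a single-dose primary screen at 18.75 µM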
NR2E3 ag-2: activates human NR2E3 receptor; 360,000 tested, 0.35% active; inhibition of corepressor binding, % at 3.98 µM; CHO-S Gal4-NCOR/VP16-NR2E3 two-hybrid, luciferase; AID 602229;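 active means inhibition above the mean of all tested compounds plus 3 SD, cut at about 70% in these data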;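 further: 0% = DMSO with NR2E3 transfected cells and 100% = cells lacking NR2E3 construct; higher means lower luciferase signal from less NR2E3 corepressor binding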
Peg3 promoter: inhibitors of Peg3 promoter; HeLa PEG-Prom luciferase reporter, luminescence, overnight; inhibition, % at 20 µM; 360,000 tested, 1.7% active; AID 588405;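 active means inhibition of at least 50% at 20 µM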
An asterisk follows results filed as active; . = no result given. No enrichment for hits. Share with any hit: about 4.4%.

Each structure is followed by: Shn3 3UTR inh, aDG glyco act, TRPM1 prom inh, iPSC survival up, NR2E3 ag-1, CF NFkB block, TWEAK-Fn14 inh, KKLEB tox, HIF-2a block, NR2E3 ag-2, Peg3 promoter
O=C(COC(=O)c1ccc(Cl)cc1O)Nc1cccnc1Cl
 : -26, 0.1, 3, 0.3, -1, -19, -6, 8, -17, -43, -19
CC12CCCC(CC(=O)O)(C1)NC(=O)C2 (stereo not drawn)
 : -12, -0.1, -6, -0.6, ., -21, 14, 5, 13, 21, -16
CNc1ccc(-c2cccc(C#N)c2)cn1
 : -36, -0.2, ., -2.0, ., 7, -7, -4, -121, -86, -79
CCCNC(=O)c1ccc(N2CCC3(CC2)CC(c2cccc(Br)c2)=NO3)c(NC(=O)c2ccccc2)c1
 : -8, -0.2, 3, 2.6, -4, 4, -1, -10, -13, -5, 14
CC(C)OCCCNC(=O)c1ccncc1
 : -4, 0.1, -1, -1.7, 3, -17, -6, -6, -2, -5, 8
Cc1ccc(C(=O)N/C(=C\c2cccs2)C(=O)NCCc2ccccn2)cc1C
 : -69, 0.8, -4, 1.1, -2, 5, 6, 18, 2, 9, 12
COc1cccc(CN2CCN(CCc3ccccc3)C(CCO)C2)c1OC (stereo not drawn)
 : 2, 0.1, 14, -1.3, 0, -1, 10, 14, 19, 3, 2
COc1ccccc1-n1c(SCC(=O)Nc2cc(C)on2)nc2c(c1=O)SCC2
 : 82, -0.4, 16, -2.3, 2, 8, -41, 8, 18, 6, 8
O=C(O)C(C(=O)Oc1ccccc1)C(C(=O)O)C(=O)Oc1ccccc1 (stereo not drawn)
 : -14, 0.0, ., -1.7, 4, 7, -1, -5, 9, -27, 0
COC(=O)C(CCSC)NC(=O)c1cc2c(n(-c3ccccc3)c1=O)CC(C)(C)CC2=O (stereo not drawn)
 : -5, 0.1, -8, -0.6, -1, 2, 6, -1, 10, 22, -5
COc1ccc(NC(=O)NNC(=O)c2cc3ccccc3cc2O)cc1
 : -99, 0.1, 11, -0.4, -2, 4, -6, 10, -5, -35, -8
Cc1ccccc1SCC(=O)OCC(=O)NCCNC(=O)COC(=O)CSc1ccccc1C
 : -13, 0.0, -2, -0.3, 2, 12, 2, -14, 6, -18, 2
CCOC(=O)c1ccc(N2CCN(c3ccccc3F)CC2)c(NC(=O)Nc2cccc(OC)c2)c1
 : 50, 0.2, 17, -1.1, 2, 15, 45, 4, 14, 13, 45
CCOC(=O)Cc1c(C)nc2c(-c3ccccc3)c(C)[nH]n2c1=O
 : 10, -0.3, -1, 1.0, 3, -10, -2, -18, -109, -20, -59
O=C(O)C1C2CCCCC2=C2CCCCC2C1C(=O)Nc1nccs1 (stereo not drawn)
 : -8, 0.0, 2, 2.9, ., -11, 12, -6, 22, -21, 7
O=C(COC(=O)c1ccccc1O)NCc1ccccc1Cl
 : 4, 1.9, -11, -0.4, ., 2, -4, 2, -6, 8, -32
O=C(NCc1cccs1)C1CCC(CNS(=O)(=O)c2cccc3nsnc23)CC1 (stereo not drawn)
 : 11, 0.0, 0, 0.0, 5, 13, 22, -1, 6, -6, 4
Cc1cccc(C(=O)Nc2cccc(-c3ccc4nncn4n3)c2)c1
 : ., 0.1, -7, -0.1, 5, 3, -10, 9, -2, 1, 8
C=CCC(Nc1ccccc1)C12C=CC(O1)C(C(=O)OC)=C2C(=O)OC (stereo not drawn)
 : 35, 0.0, 80*, -8.7, 4, 38, 27, -24, 92*, -13, 92*
Cc1cc(C(=O)NC2CCCc3c2cnn3-c2cccc(C)c2C)no1 (stereo not drawn)
 : 60, 1.0, -25, -0.4, -1, 8, -56, -8, -72, 12, -43
CSCC(=O)N1CCCC(C(=O)c2cc(F)ccc2F)C1 (stereo not drawn)
 : -21, 0.9, -3, -1.8, 1, -7, -9, 3, 14, 5, 15
CC(OC(=O)c1ccc(Cl)cc1O)C(=O)NCCC1=CCCCC1 (stereo not drawn)
 : -5, 0.0, 4, -5.0, ., -20, 1, 9, -7, 8, 15
O=S(=O)(NCCS(=O)(=O)N1CCN(c2ccc(F)cc2)CC1)c1ccccc1
 : 13, -0.1, ., -0.5, ., -7, 24, -1, 7, 6, 11
O=C(CN1CCC(C(=O)c2ccc(F)cc2)CC1)Nc1ccccc1Cl
 : -7, -0.1, 3, 0.4, 0, 12, -13, -4, 6, 4, 26
O=C(NCCc1ccccc1)c1[nH]c(C(F)(F)F)nc1-c1ccccc1
 : -4, 0.2, ., 0.6, ., 9, -8, -6, -23, 6, 4
Cc1ccc2c(c1)OC(=O)CC2c1ccccc1 (stereo not drawn)
 : -29, -0.1, 2, 1.8, 4, 9, 3, -12, 12, 7, 11
Cc1noc(NS(=O)(=O)c2ccc(NC(=O)c3cc4ccccc4o3)cc2)c1C
 : 1, 0.2, 0, -1.8, ., -19, 15, 13, -2, -6, -3
COc1ccc(C(C(=O)NCC2CCCO2)N(C(=O)c2snc(C(N)=O)c2N)c2ccccc2)cc1OC (stereo not drawn)
 : -7, 0.1, -6, -0.7, ., 13, -8, 5, 17, -8, 2
O=C(Cn1c(=O)[nH]c2ccccc2c1=O)Nc1ccc2c(c1)OCO2
 : -20, -0.3, -24, -0.3, 0, 12, -13, 7, -70, -35, -50
CCOCCCn1cnc2c(c1=O)c1nc3ccccc3nc1n2-c1ccccc1
 : -10, -0.2, -12, -0.6, 1, 11, -45, 1, -94, -26, -36
CC1(C)CN(c2cccc(Br)c2)C1=O
 : 8, 0.0, 10, -1.6, 2, 2, -15, 7, 19, -29, 11
COc1ccccc1N1CCN(/N=C/c2cc(OC)c(O)c(OC)c2)CC1
 : 5, -0.4, 1, 1.3, 2, 6, 8, 13, -8, -16, 0
Nc1nnc(SCc2coc(-c3ccc(Cl)cc3)n2)s1
 : -64, 0.0, -52, -1.9, 1, -6, 5, 0, -241, -73, -226
O=C(Nc1ccc(F)c(Cl)c1)c1cc(C2CCCN(C(=O)CCc3ccccc3)C2)on1 (stereo not drawn)
 : -18, 0.2, ., 0.0, ., -15, -14, -1, -206, -39, -186
Cc1ccc(S(=O)(=O)CC(=O)Nc2nc(C(C)(C)C)cs2)cc1
 : 7, 0.1, -1, -0.3, 4, 6, -22, -6, -2, -7, 19
Cc1nc2sc3c(NCc4ccco4)ncnc3c2c2c1COC(C)(C)C2
 : 6, 0.2, -11, -0.4, -1, 72*, 87*, -30, 19, -1, -3
Cc1cc(C)c2c(CN3CCN(CCO)CC3)cc(=O)oc2c1
 : -9, 0.3, -3, -0.7, -1, -19, -37, 8, 16, -10, -4
COc1ccc(/C(N)=N/OC(=O)CCCN2C(=O)c3ccccc3C2=O)cc1OC
 : -7, -0.1, 8, 1.2, -2, -2, -4, 9, 8, -30, 10
CC(=O)c1ccc(OCC(O)CN2CCCC(C)C2)cc1 (stereo not drawn)
 : -5, 0.0, -6, 0.1, 5, 2, -6, -1, 5, -21, 6
CCOC(=O)c1cccc(NC(=O)CCc2c(C)nc3ncnn3c2C)c1
 : -27, -0.1, 11, -2.4, -2, -6, 4, 7, 6, -16, 1
CCOC(=O)C(C)NC(=O)C(NC(=O)C1CCC(CC)CC1)C(C)C (stereo not drawn)
 : -19, -0.1, 5, -3.4, 3, 7, 21, 4, 21, -5, 4
COc1ccc(-c2ccc(/C=C3/C(=N)N4C(C)=CSC4=NC3=O)o2)c([N+](=O)[O-])c1
 : 5, -0.2, -5, 2.8, 8, -27, -5, 15, -4, -11, 22
O=C(CSc1nnc(CNC(=O)c2ccccc2F)o1)NC1CCCC1
 : 9, 0.0, 2, -0.4, 3, 3, -2, 6, 5, -7, 1
Cc1nc2c(nnn2Cc2ccccc2)c(=O)n1-c1ccccc1
 : -2, 0.6, -3, 0.3, -1, 0, -5, -3, 4, -17, 5
CC(=O)c1cccc(NC(=O)C2CC(=O)N(C3CCCC3)C2)c1 (stereo not drawn)
 : 7, 0.9, 0, 1.9, ., 26, 28, 1, 9, 5, 17
COc1cccc(C2/C(=C(\O)c3ccc4c(c3)OCCO4)C(=O)C(=O)N2Cc2cccnc2)c1 (stereo not drawn)
 : -14, 0.2, -6, -0.3, 12, 1, 8, -5, -12, -25, -30
O=C1C=C(c2cccc(Br)c2)C[C@@H](c2ccc(Cl)cc2)C1
 : 7, 0.0, -3, 2.2, ., 9, -5, -9, -34, -39, 2
CCn1c(SC(C)C(=O)Nc2ccc(N3CCOCC3)cc2)nnc1-c1ccco1 (stereo not drawn)
 : -30, 0.0, 7, 0.7, 0, -23, -9, 2, -7, 0, -4
O=C(O)CC1(C(=O)O)CCCC1
 : -12, 0.1, -3, 0.8, ., 4, 20, -8, 11, 1, -15
CC#CC#Cc1cccc(=O)o1
 : -18, 0.1, 4, 2.0, -1, 3, 29, -23, 7, 5, 46
CCCNC(=O)N1CCN(C(c2ccccc2)c2ccccc2)CC1
 : 16, -0.1, -8, 0.1, -1, -18, -3, 0, 2, -41, 13
CNC(=O)C(=O)NCC(c1cccs1)S(=O)(=O)c1ccc(C)cc1 (stereo not drawn)
 : -4, 0.3, 2, -0.5, 1, -16, -10, 0, 1, -22, 0
S=C(NCc1cccs1)Nc1ccc(Cl)cc1
 : -29, -0.1, 2, -1.9, -1, 2, -5, 4, -44, -7, -64
CCOC(=O)C1(Cc2ccccc2)CCCN(Cc2ccccn2)C1 (stereo not drawn)
 : 0, 0.0, 10, -1.5, 0, 6, 2, -3, 15, -12, -1
CCOC(=O)c1c(-c2ccccc2)oc2cc(Br)c(O)cc12
 : -14, -0.2, -6, 1.4, ., -19, 14, 15, -4, -7, -31
O=C(CSc1nc2ncccc2[nH]1)NC1CCCC1
 : -3, -0.2, ., 0.9, 5, -14, 6, 14, 3, -5, 5
Cc1ccc(S(=O)(=O)N2CCCC2)cc1C(=O)NCc1ccccn1
 : -11, 0.1, 9, 1.0, 2, -21, 26, 10, 14, 15, 0
CCOc1ccc(C(=O)NCc2cccs2)cc1
 : -15, -0.1, -39, -3.4, 0, 11, -7, 0, -162, -18, -125
COC(=O)c1ccc(N2CCOCC2)c(NC(=O)c2ccc3c(c2)OCO3)c1
 : 4, -0.2, 13, 0.5, 1, -11, -19, -5, 12, -24, 15
CNC(=O)N(O)C1N(/N=C/c2ccccc2O)C(=S)SC1(C)C (stereo not drawn)
 : 1, 0.1, -5, 0.0, -2, 4, -25, 8, 11, 5, -8
Cc1nc(SCC(=O)N2CCC(Cc3ccccc3)CC2)[nH]c(=O)c1C
 : 12, 1.6, 6, -0.2, 2, 0, -3, 1, 12, 7, 0
CC(=O)O/N=C/c1c(C)c(C=O)n2ccccc12
 : 2, 0.1, 2, -0.2, -2, 12, -1, -12, 5, -11, 0
CC(C)CN1CCC(=O)N([C@H](CSc2ccc(Br)cc2)Cc2ccccc2)CC1
 : 29, 0.3, -16, -0.1, 2, -43, 0, 3, -3, -24, -91

Assay outcomes deposited in PubChem by several laboratories.
